# KOR beta-arrestin-1: kappa opioid receptor activators – cell-based, luminescence, uHTS, primary screen (AID 1777); KOR beta-arrestin recruitment, luminescence; higher % means a stronger effect; activation, % at 10 µM; hits with a dose series show EC50 in µM; 280,000 tested, 0.02% active; in the data active = activation above about 50%, passing the limit was not always enough; note: a part of the inactive calls stands beside numbers as strong as those of hits
# KOR beta-arrestin-2: KOR antagonists, beta-arrestin recruitment, cell-based, luminescence, uHTS (AID 1778). KOR beta-arrestin recruitment, luminescence, antagonist mode; higher % means a stronger effect. one-dose inhibition, % at 10 µM; IC50 in µM for titrated hits. 290,000 tested, 0.091% active; in the data active = inhibition above about 50%; note: strong numbers were not always called active
# GPR55 beta-arrestin: selective activators of receptor GPR55 – imaging, U2OS cells, beta-arrestin-GFP redistribution, primary screen (AID 1961). 290,000 tested, 0.048% active. U2OS GPR55 beta-arrestin-GFP redistribution imaging; higher % means a stronger effect. activation, % at 10 µM; hits with a dose series show EC50 in µM;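 active = activation above 40% with more than 50 cells counted in the well; inconclusive = wells holding fewer than 50 cells, flagged as toxic or sparse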;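 note: U2OS osteosarcoma cells stably expressing GPR55 and beta-arrestin-GFP; plate controls were DMSO negative control for no effect and LPI positive control for full effect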
# NOD1 inhibition: inhibition of NOD1-driven NF-kB reporter – cell-based, luminescence, uHTS, primary screen (AID 1578); 290,000 tested, 1% active; one-dose inhibition, % at 4 µM; EC50 in µM for titrated hits; NOD1-driven NF-kB luciferase reporter cells, luminescence; higher % means a stronger effect; in the data active = inhibition mostly above about 36%, no sharp cut-off; inactive = mostly below about 34%;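 note: HEK-293T reporter cells stimulated with the NOD1 agonist gamma-tri-DAP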
# West Nile virus CPE: inhibition of WNV-induced cytopathic effect – cell-based, CPE readout (AID 1621); CPE inhibition, % at 10 µM; hits with a dose series show IC50 in µM; West Nile virus-infected cells, CPE inhibition; higher % means a stronger effect; 290,000 tested, 0.02% active; in the data active = a potency from the dose series; inconclusive = CPE inhibition mostly from about 3.7% at the one dose, without a potency; inactive = the rest, 99 in 100 with CPE inhibition below about 2.2%; note: strong numbers were not always called active
# HIV fusion peptide: cell-free HIV fusion peptide-binding blockers – biochemical, uHTS, fluorescence dequenching, primary screen (AID 1986); cell-free peptide binding, fluorescence dequenching, 30 min; higher % means a stronger effect; one-dose inhibition, % at 20 µM; IC50 in µM for titrated hits; 290,000 tested, 0.3% active; in the data active = inhibition mostly above about 52%, no sharp cut-off; inactive = mostly below about 76%; note: some results filed as inactive read as strong as hits
# GPR35 antagonists: inhibition of zaprinast-stimulated GPR35 beta-arrestin translocation – imaging, U2OS, beta-arrestin-GFP, zaprinast agonist, primary screen (AID 2058); U2OS GPR35 beta-arrestin-GFP translocation imaging, zaprinast antagonism; higher % means a stronger effect; inhibition, % at 10 µM; hits with a dose series show IC50 in µM; 290,000 tested, 0.052% active;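 active = inhibition of at least 50% with at least 30 cells and total cytoplasm GFP at most 10,000,000; inconclusive = under 30 cells or total GFP of 10,000,000 plus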
# GPR55 antagonists: GPR55 antagonists blocking LPI-driven arrestin recruitment, primary screen, imaging, U2OS, beta-arrestin-GFP, LPI agonist (AID 2013); U2OS GPR55 beta-arrestin-GFP translocation imaging, LPI antagonism; higher % means a stronger effect; inhibition, % at 10 µM, or IC50 in µM where a hit was titrated; 290,000 tested, 0.13% active;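 active = spots per cell inhibited over 60%, with over 100 cells counted and total cytoplasm intensity under 500,000; inconclusive = wells with under 100 cells, flagged as likely toxic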;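 note: U2OS cells stably carrying GPR55 and arrestin-GFP stimulated by 5 µM LPI near EC80; imaged beta-arrestin-GFP aggregate spots per cell after agonist stimulation; plate controls were LPI-stimulated DMSO wells for no effect and DMSO wells without LPI for full effect; some results filed as inactive read as strong as hits; confirmed hits need IC50 under 10 µM and bright autofluorescent wells are also inconclusive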
# Dengue-2 NS5 capping: flavivirus cap methylation enzyme inhibition – biochemical, confirmation dose response, primary screen (AID 588689). Dengue-2 NS5 methyltransferase capping enzyme assay, biochemical; higher % means a stronger effect. inhibition, % at 25 µM; hits with a dose series show IC50 in µM. 340,000 tested, 0.3% active; in the data active = a potency from the dose series; inconclusive = inhibition above about 29% without an active follow-up result
# Dengue-2 NS5 capping pilot replicate: further read-out of Dengue-2 NS5 capping, marked with its call; inhibition, %; measured here: pilot screen replicate inhibition
# Active calls of the source: *; u = inconclusive; x = not tested or not shown; [ ] = another dose, or the depositor's remark.
SMILES,KOR beta-arrestin-1,KOR beta-arrestin-2,GPR55 beta-arrestin,NOD1 inhibition,West Nile virus CPE,HIV fusion peptide,GPR35 antagonists,GPR55 antagonists,Dengue-2 NS5 capping,others
COc1ccc(-c2ccc(/C=C3/C(=N)N4C(C)=CSC4=NC3=O)o2)c([N+](=O)[O-])c1,5.9%,-10%,-0.4%,-30%,-0.4%,32%,12%,0%,1%,
O=C(CCC(=O)Nc1ccc(F)cc1)N/N=C/c1ccc(Br)cc1,-4.6%,7%,-0.1%,1%,-0.7%,1.1%,10%,6%,-3%,
COC(CNS(=O)(=O)c1cc2c3c(c1)CCN3C(=O)CC2)OC,-3.2%,-13%,0.1%,2%,0.1%,0.3%,5%,0%,-2%,
Cc1cc(NC(=O)C2CC=CCC2C(=O)O)ccc1NC(=O)c1ccccc1 (centres undefined),1.3%,-16%,-0.2%,-21%,0.1%,-0.2%,-12%,1%,-3%,
CCC(O)(C#CCN1CCCCC1)CC,3.3%,16%,0.1%,-18%,0.1%,3.6%,3%,7%,-3%,
CSc1cccc(N/C(=N/S(=O)(=O)c2ccccc2)NN)c1,1.3%,18%,0.6%,-4%,1.6%,-1.5%,-3%,-1%,-5%,
CC(C)N(CCNC(=O)C1CCCN(c2ncnc3c2nc2n3CCCCC2)C1)Cc1ccccc1 (centres undefined),-5.4%,-12%,-0.1%,-16%,1.0%,-0.1%,-15%,8%,-4%,
COc1ccc2cc(-c3cc(C(=O)OCC(=O)NC4CCS(=O)(=O)C4)c4ccccc4n3)ccc2c1 (centres undefined),16%,-62%,-0.1%,37%,-0.3%,1.4%,-9%,-1%,-5%,
CCCc1nc2ccccc2c(=O)n1CC(=O)c1ccc(F)cc1,-7.1%,18%,-0.1%,0%,-0.9%,-1.2%,4%,11%,-1%,
C=CCNC(=S)N1CCN(CCN=CC2=C(O)CC(c3cccs3)CC2=O)CC1 (centres undefined),-1.2%,4%,0.8%,-10%,-0.3%,-0.7%,-15%,8%,-2%,
COc1cc(/C=N/NC(=O)c2cccnc2)cc2c1OCO2,7.2%,-20%,-0.1%,-26%,0.0%,0.5%,-1%,4%,-5%,
C=CCOn1c(=O)c(=O)n(OCc2ccccc2)c2ccccc21,5.0%,5%,0.2%,-1%,0.2%,4.4%,11%,5%,0%,
O=c1c2ccccc2oc2nc(-c3ccco3)n(-c3ccccc3)c(=O)c12,-0.6%,14%,0.3%,-28%,-1.0%,-0.3%,12%,10%,-5%,
Cc1cccc(CN2CCC(N3CC(C)OC(C)C3)CC2)c1 (centres undefined),3.8%,-50%[20 µM],0.3%,43%,0.2%,1.2%,2%,2%,-6%,Dengue-2 NS5 capping pilot replicate=-1.8
Cc1nc(-c2ccc(Cl)cc2)sc1C(=O)O,-4.5%,-24%,-0.4%,-35%,0.2%,1.0%,-22%,4%,-3%,
COc1ccc(NC(=O)Cn2nc(Cc3cccnc3)c3ccccc3c2=O)c(OC)c1,-5.3%,14%,-0.3%,-4%,-0.3%,0.0%,2%,-4%,-1%,
O=C(OCCCc1ccncc1)c1ccc(S(=O)(=O)N2CCOCC2)cc1,1.3%,16%,-0.2%,9%,0.8%,-1.4%,-5%,17%,0%,
OCCCNc1c2ccccc2nc2ccccc12,2.2%,-18%,-0.1%,-21%,-2.1%,-0.7%,5%,0%,-11%,
Cc1ccc(-c2ccnc(-c3ccc(O)cc3)n2)cc1,8.3%,-38%,0.2%,13%,0.1%,-0.7%,0%,-8%,4%,
O=C(NNC(=O)C1CCCO1)c1ccc([N+](=O)[O-])cc1 (centres undefined),-4.0%,-15%,-0.1%,6%,0.1%,2.7%,-10%,-6%,-3%,
CCOc1ccc(N2CC(C(=O)Nc3ccc4c(c3)OCCO4)CC2=O)cc1 (centres undefined),1.6%,-4%,-0.2%,-10%,-0.2%,-1.9%,-13%,-8%,-9%,
C=CCN(c1ccccc1)S(=O)(=O)c1cccc(C(=O)NCC2CCCO2)c1 (centres undefined),5.6%,-4%,-0.1%,-26%,-0.3%,1.0%,2%,19%,3%,
Cc1ccc(NC(=O)c2ccc([N+](=O)[O-])o2)cc1C,3.0%,-32%,-0.3%,-22%,-0.6%,0.0%,4%,13%,-6%,
COc1ccc(/C=N/NC(=O)c2ccc(Cl)c(S(N)(=O)=O)c2)cc1OCC(N)=O,-3.2%,6%,-0.1%,-6%,0.1%,-1.5%,-2%,1%,-4%,
CCn1c(SCC(=O)NCc2ccc3c(c2)OCO3)nnc1-c1c[nH]c2ccccc12,4.7%,1%,0.1%,-4%,0.0%,0.3%,-16%,10%,2%,
SMILES,KOR beta-arrestin-1,KOR beta-arrestin-2,GPR55 beta-arrestin,NOD1 inhibition,West Nile virus CPE,HIV fusion peptide,GPR35 antagonists,GPR55 antagonists,Dengue-2 NS5 capping,others
O=C1OCC/C1=C\c1ccccc1,0.5%,24%,0.2%,-12%,0.1%,-0.1%,16%,5%,1%,
CCOc1ccc(/C=C2\SC(=S)N(CC(=O)Nc3ccccn3)C2=O)cc1,-3.9%,6%,-0.2%,-48%,0.6%,8.7%,13%,2%,12%,
O=C(c1cc([N+](=O)[O-])ccc1N1CCCCC1)N1CCCC1,-3.7%,14%,0.8%,3%,-0.4%,-1.5%,9%,14%,-1%,
O=C(CCl)N(c1ccccc1)C1CCCCC1,-1.2%,-2%,1.7%,34%,-2.0%,-1.1%,30%,8%,-6%,
S=C(Nc1ccc(Cl)c(Cl)c1)NN1CCOCC1,0.0%,-4%,-0.1%,-3%,-1.0%,0.4%,12%,12%,4%,
NC(=S)Nn1c(CCC(=O)O)ccc1-c1ccccc1,-5.0%,12%,2.1%,-28%,-1.0%,1.6%,-7%,-2%,-9%,
C=C(C)Cn1c(=O)c2c(nc3n2CC(C)CN3Cc2ccccc2)n(C)c1=O (centres undefined),0.5%,-37%,0.3%,39%,0.4%,-0.8%,16%,1%,-12%,
CCOC(=O)C1(Cc2cccc(Cl)c2)CCCN(C2CCN(C(C)=O)CC2)C1 (centres undefined),4.1%,-14%,-0.2%,19%,-0.9%,2.0%,2%,9%,-14%,
COc1ccc(-c2cc(C)no2)cc1S(=O)(=O)N(C)c1cccc(C)c1,2.3%,-28%,-0.2%,-15%,-1.6%,0.0%,-7%,-6%,5%,
CC(=O)Nc1ccc(NC(=O)c2cc(-c3ccc(C)cc3O)n[nH]2)cc1,-0.4%,-3%,-0.1%,-10%,-0.4%,-1.1%,15%,13%,3%,
CCc1ccc2c(c1)C(c1ccc([N+](=O)[O-])cc1)=NNC(c1ccccc1)=N2,8.2%,8%,-0.2%,-21%,-0.2%,-2.8%,12%,-7%,-1%,
Cn1nc(-c2ccccc2)c(N2CCCCC2)cc1=O,-2.5%,-11%,0.0%,-36%,-0.6%,0.5%,3%,0%,2%,
CN(C)c1ccc(C=C2C(=O)OC(C)(C)OC2=O)cc1,-1.6%,9%,0.5%,-15%,1.8%,4.8%,-6%,-9%,-7%,
COc1cc(/C=C(/C(=O)c2cccs2)c2nc3ccccc3[nH]2)cc(OC)c1O,1.6%,10%,-0.1%,99%*,u,1.4%,-3%,19%,2%,
O=C(O)c1cc(OCc2ccccc2)cc(OCc2ccccc2)c1,-1.5%,-14%,0.0%,-3%,0.7%,15%,-3%,2%,3%,
Cc1ccc(NC(=O)C2=C(C(=O)O)CCCC2)cc1F,-2.3%,8%,-0.2%,-12%,0.9%,-0.5%,-11%,6%,-2%,
COC(=O)c1ccc2c(c1)S(=O)(=O)NC(=NCCCN1CCOCC1)S2,-1.8%,22%,-0.2%,-12%,x,-0.8%,-3%,-3%,-10%,
O=S(=O)(c1ccccc1)N1CCN=C1SCc1ccc(Cl)c(Cl)c1,7.9%,-44%,0.2%,-9%,-1.0%,0.1%,27%,35%,2%,
Cc1ccc(NC(=O)c2cnn(-c3ccccc3)c2NC(=O)c2ccco2)cc1C,-2.4%,4%,-0.1%,-52%,-0.2%,-3.3%,26%,13%,-9%,
O=C(NCc1ccc2c(c1)OCO2)C1CCN(S(=O)(=O)N2CCCCC2)CC1,0.1%,2%,-0.2%,-32%,-0.7%,-0.7%,9%,7%,-7%,
COc1ccc(-c2cc(-c3ccccc3)c(C#N)c(SCC(=O)Nc3ncc(C)s3)n2)cc1,-0.3%,17%,0.4%,4%,-1.4%,0.8%,-10%,1%,-5%,
CCOc1ccc(/C=C2\SC(=O)N(c3ccc(O)cc3)C2=O)cc1OC,2.5%,21%,-0.1%,-9%,1.3%,-0.6%,15%,12%,x,
Cc1[nH][nH]c(=O)c1C(c1c(C)[nH][nH]c1=O)c1cn(Cc2ccc(Cl)c(Cl)c2)c2ccccc12,-3.2%,-9%,1.0%,-19%,0.5%,7.5%,0%,6%,44%,
NC12NC(=O)C3(O)C4C5CC(C6C5C3C61)C42 (centres undefined),-2.3%,-1%,0.7%,22%,0.4%,-2.3%,19%,3%,-7%,
COCCn1c(C)cc(C(=O)COC(=O)/C=C/c2cccc(OC)c2)c1C,-5.2%,8%,-0.1%,-6%,0.2%,-0.8%,5%,0%,-9%,
SMILES,KOR beta-arrestin-1,KOR beta-arrestin-2,GPR55 beta-arrestin,NOD1 inhibition,West Nile virus CPE,HIV fusion peptide,GPR35 antagonists,GPR55 antagonists,Dengue-2 NS5 capping,others
COc1ccc(S(=O)(=O)N2CCN(C3CCN(Cc4ccccc4)CC3)CC2)cc1,6.0%,17%,0.8%,5%,0.0%,-0.7%,-7%,4%,-3%,
O=C(Nc1oc2ccc(Cl)cc2c(=O)c1-c1ccc(F)cc1)c1ccco1,-2.3%,-19%,0.2%,0%,-0.2%,4.1%,18%,12%,-6%,
COc1ccccc1CC(=O)N1CCN(c2ccccn2)CC1,3.3%,-25%,0.2%,38%,0.2%,1.4%,7%,-13%,9%,
Cc1c(Cl)cccc1NC(=S)NCCc1ccccn1,-0.3%,-13%,0.6%,-9%,0.7%,-0.7%,-2%,8%,-5%,
NC(=O)NS(=O)(=O)Oc1ccccc1,6.5%,-18%[20 µM],-0.1%,-25%,0.1%,1.4%,-2%,10%,-2%,
CO[C@@]1(NC(=O)Cc2cccs2)C(=O)N2C(C(=O)O)=C(COC(N)=O)CS[C@@H]21,-0.2%,-42%,-0.2%,-30%,0.2%,19%,-1%,0%,-2%,
CCc1ccccc1N(C)S(=O)(=O)c1ccc2[nH]cc(C(=O)N3CCc4ccccc43)c(=O)c2c1,-0.3%,24%,0.5%,-15%,1.2%,5.4%,-1%,15%,2%,
Cc1cc(NC(=O)CSc2nc3ccccc3n2CC(=O)N2CCC(C)CC2)no1,x,x,-0.3%,13%,-0.1%,1.1%,-3%,-6%,-6%,
COc1ccc(N2CCN(c3ncnc4nc[nH]c34)CC2)cc1,-3.2%,-14%,-0.1%,-4%,1.3%,3.0%,3%,6%,0%,

# Assay outcomes as filed in PubChem.

# These rows are one share of the data; the hit share may differ from the screen's.
